# tim10-1 inh = tim10-1 yeast growth inhibition. S. cerevisiae tim10-1 ts strain growth, BacTiter-Glo, 24 h. inhibition, % at 20 µM. 2.2% of 330,000 active. AID 463190;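 active means inhibition of at least 40%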;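 further: mutant grown at 25 °C; 0% = DMSO wells with yeast and 100% = wells holding no yeast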
# CHOP UPR activ = activators of apoptotic arm of unfolded protein response (CHOP); CHO-CHOP luciferase reporter, UPR activation, luminescence; percent of tunicamycin response over DMSO baseline; activation, % at 10 µM; 0.34% of 330,000 active; AID 449763;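 active means at 10 µM dose, activation of 40% or more, normalized to positive control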;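 further: 100% = tunicamycin at 10 µg/mL and 0% = DMSO alone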
#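 Dosing – one dose, 10 µM in 0.5% DMSO · System – CHO-CHOP cells, stable luciferase reporter of PERK-eIF2a-CHOP signalling · Input – 500 cells/well · Control set – tunicamycin 10 µg/mL final as positive, DMSO-only wells as negative · Timing – 6 h compound treatment, 37 °C · Measure – % activation vs tunicamycin · Technique – luminescence read with Steady-Glo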
# TIM10 inh = TIM10 yeast growth inhibition; AID 463195; 1.4% of 330,000 active; S. cerevisiae TIM10 strain growth, BacTiter-Glo luminescence, 24 h; inhibition, % at 10 µM;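 active means inhibition of 40% or more at the single tested concentration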;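 further: wild-type TIM10 isogenic control strain grown at permissive 25 °C; 0% = DMSO yeast wells and 100% = minimal medium wells without yeast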
# XBP1 UPR activ = adaptive UPR (XBP1) activation; CHO-XBP1 luciferase reporter, IRE1-XBP1 UPR activation, luminescence; percent of tunicamycin response, DMSO as zero; activation, % at 20 µM; 0.33% of 330,000 active; AID 463104;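 active means versus positive control, 20 µM dose yields 30% or more activation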;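 further: 100% = tunicamycin at 10 µg/mL and 0% = DMSO only wells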
#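 Material: CHO cell line with stable XBP1 luciferase reporter; buffer or medium: F12 medium containing 10% fetal bovine serum; compound: single point, 20 µM final compound, 1% DMSO; incubation: 6 h treatment, 37 °C; measured by: glow luminescence from Steady-Glo reagent; evaluation: activation, % of tunicamycin; control set: tunicamycin high, DMSO low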
# NALP3 yeast inh = blocks the NALP3 inflammasome reconstituted in yeast; Yeast reconstituted NLRP3/ASC/caspase-1, beta-gal luminescence, 24 h; inhibition, % at 10 µM; 0.39% of 330,000 active; AID 2825;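 active means inhibition of 50% or more; inactive means inhibition below 50%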;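 further: plate controls were induced DMSO wells for no effect and uninduced yeast grown without galactose for full effect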
# NR3A LBD binder = modulators (binders) of human NR3A ligand-binding domain. AID 1259313. 2.5% of 340,000 active. NR3A LBD differential scanning fluorimetry, Tm shift; 0% = protein alone, 100% = glycine-bound protein. Tm shift relative to glycine control, % at 25 µM;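 active means melting temperature shift of at least 10% of the positive control shift, at one fixed dose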
# APJ agonist = agonists of human APJ apelin receptor. P35414. CHO-K1 APJ PathHunter beta-arrestin, luminescence; 0% DMSO wells, 100% apelin. activation, % at 20 µM. 0.11% of 330,000 active. AID 2520;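 active means activation more than six SD over the plate average, tested at 20 µM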;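 further: 0% = DMSO alone and 100% = apelin-13 at 10 nM; some results filed as inactive read as strong as hits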
#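 assay system = CHO-K1 APJ beta-arrestin complementation cell line | input = cell density 1000 per well | dosing = compound 20 µM once, DMSO 1% | timing = compound 90 min 25 °C, reagent 1 h | measured by = luminescence from split beta-galactosidase complementation, Galacton Star/Emerald II substrate | read-out basis = APJ agonist activity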
# Mdm2-MdmX inh = human Mdm2/MdmX binding inhibition; O15151+Q00987; SaOS-2 split-luciferase Mdm2/MdmX complementation, luminescence; inhibition, % at 8 µM; 3% of 330,000 active;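 active means inhibition of at least 50% at 8 µM in the primary screen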
# Target sequence (O15151 whole entry, looked up): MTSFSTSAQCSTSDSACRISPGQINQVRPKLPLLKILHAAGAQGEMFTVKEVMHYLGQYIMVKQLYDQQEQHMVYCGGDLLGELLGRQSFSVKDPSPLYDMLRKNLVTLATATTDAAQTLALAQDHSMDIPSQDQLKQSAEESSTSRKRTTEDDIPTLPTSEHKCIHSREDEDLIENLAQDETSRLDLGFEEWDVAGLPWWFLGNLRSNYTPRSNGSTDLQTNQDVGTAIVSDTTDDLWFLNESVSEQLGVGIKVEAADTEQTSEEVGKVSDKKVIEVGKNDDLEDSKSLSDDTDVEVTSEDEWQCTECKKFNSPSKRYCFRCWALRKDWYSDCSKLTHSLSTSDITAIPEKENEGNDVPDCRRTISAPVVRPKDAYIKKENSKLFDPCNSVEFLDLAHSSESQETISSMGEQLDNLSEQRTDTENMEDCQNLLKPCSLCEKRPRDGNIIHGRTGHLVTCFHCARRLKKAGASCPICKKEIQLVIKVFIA
# Target sequence (Q00987 whole entry, looked up): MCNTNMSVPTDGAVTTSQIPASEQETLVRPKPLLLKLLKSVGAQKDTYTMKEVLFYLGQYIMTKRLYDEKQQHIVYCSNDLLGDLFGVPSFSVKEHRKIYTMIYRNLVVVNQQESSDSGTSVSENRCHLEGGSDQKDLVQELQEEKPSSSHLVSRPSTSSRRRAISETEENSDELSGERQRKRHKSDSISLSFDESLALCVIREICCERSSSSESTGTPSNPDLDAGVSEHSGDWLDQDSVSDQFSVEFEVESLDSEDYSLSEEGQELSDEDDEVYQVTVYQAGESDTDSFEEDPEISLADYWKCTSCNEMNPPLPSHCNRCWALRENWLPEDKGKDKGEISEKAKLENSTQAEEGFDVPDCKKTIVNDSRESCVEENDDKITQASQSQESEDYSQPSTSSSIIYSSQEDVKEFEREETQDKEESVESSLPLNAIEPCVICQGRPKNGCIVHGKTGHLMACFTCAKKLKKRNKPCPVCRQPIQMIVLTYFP
# tim23-1 inh = growth inhibitors of tim23-1 mutant yeast; S. cerevisiae tim23-1 growth, BacTiter-Glo luminescence, 24 h; inhibition, % at 20 µM; 1.3% of 330,000 active;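 active means growth inhibition of the mutant yeast at or above 50%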;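 further: temperature-sensitive mutant grown at 25 °C; plate controls were DMSO-treated mutant yeast for no effect and medium wells lacking yeast for full effect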
# Numbers without * were called inactive; x = no result given.
(1) CC[C@]1(c2ccccc2OC)ON(c2ccccc2C(F)(F)F)C1=O
(2) Cc1ccc(S(=O)(=O)CC(O)COc2ccccc2C#N)cc1 (stereo unspecified)
(3) N#Cc1nc(Cc2ccccc2)oc1NCc1ccccc1Cl
(4) CC(=O)c1ccc(N2CCN(S(=O)(=O)c3cccc4nonc34)CC2)cc1
(5) COc1ccc(NS(=O)(=O)c2cccc(NC(=O)COc3ccc(OC)cc3)c2)cc1
(6) CCOC(=O)c1cc(C(=O)OCC)c(=O)[nH]c1N1CCCC1

screen / no.	1	2	3	4	5	6
tim10-1 inh	25	3	22	22	0	-12
CHOP UPR activ	23	0.9	0.8	0.7	0.9	-1.6
TIM10 inh	40*	-10	-14	3	3	-4
XBP1 UPR activ	-6	0	5	0	0	-1
NALP3 yeast inh	36	9	5	18	18	13
NR3A LBD binder	-21	2	-8	2	-5	-3
APJ agonist	1	-2	-1	3	0	1
Mdm2-MdmX inh	90*	10	12	1	28	-12
tim23-1 inh	57*	3	30	32	17	-22

(7) COc1ccc(NC(=O)CN(C)S(=O)(=O)c2ccc3c(c2)CCC(=O)N3)c(OC)c1
(8) CC(Nc1cc(N2CCN(C(=O)C(C)(C)C)CC2)ccc1[N+](=O)[O-])c1ccccc1 (stereo unspecified)
(9) O=C(c1cc(-c2ccc(Cl)cc2)n[nH]1)N1CCc2ccccc2C1
(10) O=C1CC(N2CCN(S(=O)(=O)c3ccccc3F)CC2)C(=O)N1c1ccccc1Cl (stereo unspecified)
(11) NC(=O)CSC1=Nc2ccccc2C2=NC(CC(=O)NCc3cccs3)C(=O)N12 (stereo unspecified)
(12) Cc1cc(SCC(=O)Nc2cccc(S(=O)(=O)NC3=NCCCCC3)c2)nc2ccccc12

screen / no.	7	8	9	10	11	12
tim10-1 inh	13	30	31	15	9	17
CHOP UPR activ	-0.2	-0.1	-0.6	-2.0	-0.8	0.4
TIM10 inh	-4	23	2	-2	2	-2
XBP1 UPR activ	-1	5	3	-2	-1	-1
NALP3 yeast inh	-5	21	-10	-4	-4	3
NR3A LBD binder	0	-6	0	0	-1	3
APJ agonist	1	-4	2	-4	-2	-6
Mdm2-MdmX inh	-13	31	21	8	17	4
tim23-1 inh	6	38	28	-2	-2	30

(13) O=C(CCNC(=O)c1ccccc1)NCC1CCCCC1
(14) COc1ccccc1NC(=O)c1ccc2c(c1)OCO2
(15) COc1ccc(S(=O)(=O)N2CCN(C(=O)CN3C(=O)NC(C)(C)C3=O)CC2)cc1
(16) COCc1cc(=O)n2[nH]c(C)nc2n1
(17) O=C1[C@@H](Oc2ccccc2)[C@@H](c2ccncc2)N1c1ccncc1
(18) C#CCOCCOCCOCCNc1nc(N2CCN(C(=O)C([C@@H](C)CC)n3cc(C(N)CC(C)C)nn3)CC2)nc(N2CCN(C(=O)[C@H](CCC(=O)O)n3cc(C(N)[C@H](C)CC)nn3)CC2)n1 (stereo partly specified)

screen / no.	13	14	15	16	17	18
tim10-1 inh	1	24	1	6	-4	-5
CHOP UPR activ	-0.3	4.6	2.8	1.2	2.4	-0.2
TIM10 inh	3	11	9	1	-8	15
XBP1 UPR activ	1	-2	2	3	1	-1
NALP3 yeast inh	-1	26	-6	0	x	-1
NR3A LBD binder	0	0	0	-1	-2	0
APJ agonist	-1	4	-2	-2	x	8
Mdm2-MdmX inh	5	-8	7	22	2	-2
tim23-1 inh	28	23	11	4	14	11

(19) NS(=O)(=O)c1ccc(NNC(=O)c2sccc2Cl)cc1
(20) O=C(O)CCCC(=O)NCCCc1ccccc1
(21) CCCC(=O)Nc1ccc(C(=O)n2ccc(C)n2)cc1
(22) O=S(=O)(c1ccccc1)N1CCn2c(nc3ccccc32)C1
(23) CCO[C@H]1OC(C(=O)N2CCN(C)CC2)=C[C@@H](C)[C@@H]1CCCO
(24) O=C(COC(=O)CNC(=O)c1ccc(Cl)cc1Cl)Nc1ccc(N2CCOCC2)cc1

screen / no.	19	20	21	22	23	24
tim10-1 inh	-6	5	17	7	-9	4
CHOP UPR activ	-0.3	-1.4	0.5	1.6	0.3	-0.4
TIM10 inh	11	-1	-1	3	-2	-2
XBP1 UPR activ	-2	-2	0	-1	1	-5
NALP3 yeast inh	5	-1	-11	0	10	0
NR3A LBD binder	-1	2	1	-5	0	-3
APJ agonist	6	-4	-1	-3	0	-3
Mdm2-MdmX inh	14	21	12	24	-1	3
tim23-1 inh	2	9	14	21	0	7

(25) O=C1CCN(C2CCN(Cc3nc(Cc4ccccc4F)no3)CC2)CCN1
(26) CCOc1ccccc1NC(=O)N1CCCC1C(=O)NCc1ccco1 (stereo unspecified)
(27) Cc1ccc(/C=N/NC(=O)C2COc3ccccc3O2)s1 (stereo unspecified)
(28) COc1ccccc1-c1nc(-c2ccc(Br)cc2)no1
(29) Cc1ccc(-c2cc(C(=O)N3CCCC3)c3ccccc3n2)s1
(30) Cc1ccc(NC(=S)NC(=O)CC2CC(C)(C)OC2=O)cc1 (stereo unspecified)

screen / no.	25	26	27	28	29	30
tim10-1 inh	-3	15	26	27	28	12
CHOP UPR activ	1.6	0.1	0.1	4.1	0.0	4.0
TIM10 inh	2	9	11	21	4	7
XBP1 UPR activ	1	0	6	5	-1	-1
NALP3 yeast inh	3	21	26	12	7	8
NR3A LBD binder	-1	1	3	-2	-6	-1
APJ agonist	-3	-3	-3	-3	6	-1
Mdm2-MdmX inh	1	2	53*	-141	11	9
tim23-1 inh	-1	-5	8	24	25	-2

(31) Cc1ccccc1NC(=O)c1cccnc1
(32) COc1cccc(CNC(=O)Cc2ccc(NC3=NC4CS(=O)(=O)CC4S3)cc2)c1 (stereo unspecified)
(33) O=C(c1ccc2c(=O)n3c(nc2c1)CCCCC3)N1CCN(c2cccc(Cl)c2)CC1
(34) COc1ccc(C(C(=O)NCCC(C)C)N(CCO)C(=O)c2snc(C(N)=O)c2N)cc1 (stereo unspecified)
(35) COc1ccc(C(=O)NNC2=NC(C)(C)Cc3ccccc32)cc1
(36) CCOc1ccc(NC(=O)CC2SC(N)=NC2=O)c([N+](=O)[O-])c1 (stereo unspecified)

screen / no.	31	32	33	34	35	36
tim10-1 inh	6	4	24	2	5	7
CHOP UPR activ	1.3	0.5	-0.8	1.1	-1.6	1.1
TIM10 inh	0	1	10	-8	-1	-3
XBP1 UPR activ	2	2	0	-3	-1	-1
NALP3 yeast inh	21	9	7	7	-6	2
NR3A LBD binder	-3	-2	4	1	-2	2
APJ agonist	-1	0	0	0	-4	-1
Mdm2-MdmX inh	0	18	-21	7	0	-24
tim23-1 inh	4	4	34	-8	-1	3

# Part of the list above, reduced to APJ agonist.
no.	Molecule	APJ agonist
22	O=S(=O)(c1ccccc1)N1CCn2c(nc3ccccc32)C1	-3
21	CCCC(=O)Nc1ccc(C(=O)n2ccc(C)n2)cc1	-1

# Next part:
(37) Cc1ccc(C2=[N+]([O-])C(C)N(O)C2(C)C)o1 (stereo unspecified)
(38) CCN1CCN(C(=O)c2ccccc2N(C)S(=O)(=O)c2ccc(C)cc2)CC1
(39) C=CCNC(=S)Nc1ccc2nc(C)oc2c1
(40) Cc1noc(C)c1C(=O)NCCc1ccc(Cl)cc1
(41) Cc1cc(C)c(-c2csc(NC(=O)C3=COCCO3)n2)c(C)c1
(42) Cc1ccc2nc(SCC(=O)c3ccc(Cl)s3)[nH]c2c1

screen / no.	37	38	39	40	41	42
tim10-1 inh	1	11	1	1	3	-9
CHOP UPR activ	1.5	-0.9	19	-1.3	-0.2	1.5
TIM10 inh	-4	3	-6	-7	-22	1
XBP1 UPR activ	-1	0	0	-1	1	2
NALP3 yeast inh	3	-9	17	35	38	38
NR3A LBD binder	1	-3	1	0	1	-2
APJ agonist	1	-1	-3	2	0	-4
Mdm2-MdmX inh	-12	35	1	-59	23	0
tim23-1 inh	-6	-9	10	1	28	15

# Mdm2-MdmX inh: what is marked active above.
entry	SMILES	XBP1 UPR activ	NALP3 yeast inh	NR3A LBD binder	APJ agonist	Mdm2-MdmX inh
1	CC[C@]1(c2ccccc2OC)ON(c2ccccc2C(F)(F)F)C1=O	-6	36	-21	1	90*
27	Cc1ccc(/C=N/NC(=O)C2COc3ccccc3O2)s1 (stereo unspecified)	6	26	3	-3	53*

# Following part
(43) Cc1ccc(Cl)cc1NC(=O)N[C@@H](CC(C)C)C(=O)O
(44) Cc1ccc(CNC(=O)c2ccc(N3CCC4(CC3)CC(c3cccc(Br)c3)=NO4)c([N+](=O)[O-])c2)cc1
(45) Cc1ccc(O)c(NC(=O)c2ccccc2-c2ccccc2C(=O)O)c1
(46) O=c1c2cnn(-c3ccccc3)c2ncn1Cc1ccccc1
(47) Cc1nccc(-c2cccc(NC(=O)Nc3ccc(Cl)cc3)c2)n1
(48) Cc1ccccc1C(=O)N1CCC(C(=O)OCc2ccccc2Cl)CC1

screen / no.	43	44	45	46	47	48
tim10-1 inh	-17	14	0	7	1	19
CHOP UPR activ	0.2	0.8	-0.3	-0.4	1.9	-1.4
TIM10 inh	8	2	-3	14	10	22
XBP1 UPR activ	-1	2	-7	1	-2	1
NALP3 yeast inh	8	5	11	30	16	15
NR3A LBD binder	-1	-4	0	1	25*	-4
APJ agonist	-7	1	0	-1	3	-3
Mdm2-MdmX inh	8	-22	19	26	-1	14
tim23-1 inh	10	14	-5	9	8	36

(49) CCn1c(=O)n(CC(=O)NCC2CCCO2)c(=O)c2c3c(sc21)CCCC3 (stereo unspecified)
(50) COC(=O)C1=C(CCc2ccccc2)NC(=O)NC1c1ccc(C#N)cc1 (stereo unspecified)
(51) Cc1nnc(SCCC(=O)Nc2ccc(Cl)cc2)o1
(52) Cc1ccc(-c2noc(=O)n2CC(=O)c2ccc(Cl)cc2)cc1
(53) CCN=C1S/C(=C\c2ccc(OCC)c(OC)c2)C(=O)N1CC
(54) CNC(=O)NC(=O)C(C)OC(=O)c1c2c(nc3ccccc13)/C(=C/c1cccs1)CC2 (stereo unspecified)
(55) Cc1nc(SC(C)C(=O)NCc2ccc3c(c2)OCO3)nc(C)c1C (stereo unspecified)
(56) O=C(c1cccc(Cl)c1)N(Cc1ccco1)C1CCS(=O)(=O)C1 (stereo unspecified)

screen / no.	49	50	51	52	53	54	55	56
tim10-1 inh	7	15	-6	6	22	14	5	8
CHOP UPR activ	0.7	0.1	1.7	0.6	0.2	3.8	-1.3	2.6
TIM10 inh	13	5	-11	9	16	15	-10	4
XBP1 UPR activ	-3	-1	1	1	3	2	-1	0
NALP3 yeast inh	10	14	20	-3	5	21	3	1
NR3A LBD binder	1	-2	1	1	-2	1	6	2
APJ agonist	-2	3	0	-1	-3	12	1	-3
Mdm2-MdmX inh	8	22	24	7	-7	-1	11	1
tim23-1 inh	11	20	-7	17	8	13	1	-4

# Screens from PubChem.
